# IDH1 R132H inh: qHTS for Inhibitors of mutant isocitrate dehydrogenase 1 (IDH1): qHTS; IDH1-R132H enzyme, NADPH consumption, diaphorase/resazurin fluorescence; Isocitrate dehydrogenase [NADP] cytoplasmic (Homo sapiens), O75874; Potency, µM (doses to about 76.6 µM), without a hit: at the top dose activity change, negative = inhibition, most hits filed as inhibitors; actives 0.093% (n = 390,000); AID 602179, 2012; note: potency is the fitted concentration of half-maximal effect; % is set by controls: 0 for no effect and ±100 for the full control effect; nearly all actives have a fitted effect of over 65% in size
# Target sequence (O75874 whole entry R132H, stated change not applied): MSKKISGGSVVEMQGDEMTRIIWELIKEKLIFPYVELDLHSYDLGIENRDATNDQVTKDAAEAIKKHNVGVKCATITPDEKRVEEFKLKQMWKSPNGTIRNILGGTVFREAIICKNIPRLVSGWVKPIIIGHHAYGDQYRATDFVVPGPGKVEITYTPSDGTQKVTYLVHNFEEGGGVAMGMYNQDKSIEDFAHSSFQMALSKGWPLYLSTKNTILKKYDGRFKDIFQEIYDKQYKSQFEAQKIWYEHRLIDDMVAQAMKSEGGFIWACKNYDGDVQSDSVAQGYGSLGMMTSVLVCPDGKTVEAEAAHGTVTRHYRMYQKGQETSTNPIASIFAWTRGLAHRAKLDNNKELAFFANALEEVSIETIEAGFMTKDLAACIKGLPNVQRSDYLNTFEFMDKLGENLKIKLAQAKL
#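 IDH1-R132H (0.5 ug/mL) preincubated 30 min with compound, then NADPH (0.016 mM) and alpha-KG (2 mM) added; 80 min at RT, pH 7.5. Remaining NADPH coupled via diaphorase/resazurin to fluorescence (540/590 nm); concentration-response curves normalized to no-enzyme control.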
# TrxR1 substrate: qHTS Assay for Substrates of Mammalian Selenoprotein Thioredoxin Reductase 1 (TrxR1): qHTS | Thioredoxin reductase 1, cytoplasmic (Rattus norvegicus), O89049 | purified TrxR1 substrate turnover, NADPH consumption readout | Potency, µM (highest dose often 114 µM), inactives show at the highest dose activity change, negative = substrate turnover | actives 0.01% (n = 390,000) | AID 588456, 2011; note: potency is the fitted concentration of half-maximal effect; % is set by controls: 0 for no effect and ±100 for the full control effect; nearly all actives have a fitted effect of over 50% in size
# Target sequence (O89049 whole entry, looked up): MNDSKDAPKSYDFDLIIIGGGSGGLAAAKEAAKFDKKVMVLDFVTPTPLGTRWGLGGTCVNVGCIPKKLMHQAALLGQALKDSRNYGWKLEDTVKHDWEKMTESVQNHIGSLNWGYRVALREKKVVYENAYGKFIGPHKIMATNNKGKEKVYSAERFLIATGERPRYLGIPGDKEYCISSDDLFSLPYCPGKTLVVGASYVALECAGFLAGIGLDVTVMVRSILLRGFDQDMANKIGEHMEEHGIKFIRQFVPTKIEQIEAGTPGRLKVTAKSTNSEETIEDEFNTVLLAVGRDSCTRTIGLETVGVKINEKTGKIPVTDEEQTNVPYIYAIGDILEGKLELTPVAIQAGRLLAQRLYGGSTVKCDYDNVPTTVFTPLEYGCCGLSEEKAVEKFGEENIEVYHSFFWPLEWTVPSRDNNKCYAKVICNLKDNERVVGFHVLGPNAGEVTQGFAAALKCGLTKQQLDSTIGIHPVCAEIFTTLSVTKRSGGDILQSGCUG
#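 Rat TrxR1, dispensed at 90 nM, was prereduced with 400 uM NADPH (final) for 5 min at ~22 deg C, then incubated with compound 15 min before 400 uM selenite. A first-read NADPH fluorescence drop versus no-compound background flagged substrates.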
# TRHR ag: qHTS for Small Molecule Agonists and Allosteric Enhancers of Human TRH Receptor: Primary Screen for Agonists; actives 0.18% (n = 360,000); Thyrotropin-releasing hormone receptor (Homo sapiens), P34981; activation, % at 2 µM; TRHR cells, calcium flux fluo-8, FDSS agonist mode; in the data active = activation above about 30%; note: 0% is about no effect
#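 Fluo-8-loaded TRHR cells; 10 s baseline, compound added, kinetic Ca2+ fluorescence read 1/s, agonist mode.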
# D2 agonist: HTS Assay for Allosteric Agonists of the Human D2 Dopamine Receptor: Primary Screen for Agonists. activation, % at 2 µM. AID 485358, 2010. actives 0.53% (n = 340,000). HEK293 T-REx D2 cells, calcium flux agonist mode;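 active = activation over 3 SD above normal in the single-dose calcium agonist read, cut at about 30% in these data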; note: 0% is about no effect
#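 In this primary screen, compounds producing a positive calcium signal within 180 s of addition to tetracycline-induced, force-coupled HEK293 Trex D2 cells are flagged; cells are dye-loaded with a no-wash calcium kit beforehand.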
# USP1 inh: Inhibitors of USP1/UAF1: Primary Screen; AID 743255, 2014; Potency, µM (series often up to 57.1 µM), inactives show top-dose activity change, negative = inhibition, most hits filed as inhibitors; actives 0.23% (n = 390,000); Ubiquitin carboxyl-terminal hydrolase 1 (Homo sapiens), O94782; recombinant USP1/UAF1, Ub-Rhodamine cleavage fluorescence; note: potency is the fitted concentration of half-maximal effect; % is set by controls: 0 for no effect and ±100 for the full control effect; nearly all actives have a fitted effect of over 60% in size; inactives centre near -12
#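 USP1/UAF1 complex (1 nM) preincubated 15 min at room temperature with compound, then Ub-Rho substrate (150 nM final) added. Kinetic fluorescence at 480/540 nm over 6 reads at 60 s intervals; 50 mM HEPES pH 7.8, 0.5 mM EDTA, 0.1 mg/ml BSA, 1 mM TCEP, 0.01% Tween-20.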
# PI4K2A inh: qHTS for small molecular inhibitors of PI4K2A; AID 1346378, 2018; Phosphatidylinositol 4-kinase type 2-alpha (Homo sapiens), Q9BTU6; activity change, negative = inhibition, % at 76.9 µM; actives 0.13% (n = 420,000); purified PI4K2A, ADP-Glo luminescence, 1 h; hits give low values; in the data active = activity change below about -50%; inconclusive = mostly about -30% to -49%;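 note: -100% = wells without enzyme as full effect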
#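 Compounds are screened against recombinant PI4K2A using PI as substrate and ATP, the latter dispensed at 300 microM. Reactions run one hour at ambient temperature before ADP-Glo detection; full inhibition defined by wells lacking enzyme.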
# TrxR1 inh: qHTS Assay for Inhibitors of Mammalian Selenoprotein Thioredoxin Reductase 1 (TrxR1): qHTS | Thioredoxin reductase 1, cytoplasmic (Rattus norvegicus), O89049 | recombinant rTrxR1, NADPH fluorescence consumption, selenite substrate | Potency, µM (doses to about 114 µM), for inactives: at the top dose activity change, negative = inhibition, usual class: inhibitors | actives 1% (n = 390,000); note: potency is the fitted concentration of half-maximal effect; % is set by controls: 0 for no effect and ±100 for the full control effect; nearly all actives have a fitted effect of over 65% in size
#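 Rat TrxR1 (90 nM in the dispensed reagent) was pre-reduced with 400 uM NADPH for 5 min at room temperature, then incubated with compound for 15 min. After 400 uM selenite was added, NADPH fluorescence (Ex 340/Em 450 nm) was followed for 8 min.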
# TRHR PAM: qHTS for Small Molecule Agonists and Allosteric Enhancers of Human TRH Receptor: Primary Screen for Enhancers | AID 493056, 2011 | TRHR cells, fluo-8 calcium fluorescence, EC20 TRH enhancement | enhancement, % at 2 µM | actives 0.66% (n = 360,000) | Thyrotropin-releasing hormone receptor (Homo sapiens), P34981; in the data active = enhancement above about 30%; note: 0% is about no effect
#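 Enhancer read-out: after compound pinning and an initial kinetic agonist-mode read, an EC20 of TRH (10 nM final) was injected and fluo-8 calcium signal (Ex 480/Em 530) followed at 1 s/cycle for 100 cycles in TRHR-expressing cells.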
# D2 antag: HTS Assay for Allosteric Antagonists of the Human D2 Dopamine Receptor: Primary Screen for Antagonists | D(2) dopamine receptor (Homo sapiens), P14416 | HEK293 TREx D2 cells, calcium flux, dopamine EC80 | inhibition, % at 10 µM | actives 2% (n = 340,000) | AID 485344, 2010; in the data active = inhibition above about 30%; note: 0% is about no effect
#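 Inhibition of EC80 dopamine-driven calcium flux, recorded kinetically, defines activity here; cells are a tetracycline-induced HEK293 T-REx line expressing force-coupled D2.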
# An asterisk follows results filed as active; u = inconclusive; x = not tested or not shown; & = joins results of further samples; [ ] = dose if it differs, or a comment. Unless noted, calls come from the whole dose curve; as a rule, active = well fitted inhibition curve with a large enough effect; inconclusive = small, poorly fitted or top-dose-only effect; inactive = no such curve, though single readings can be large or run the other way.
SMILES,IDH1 R132H inh,TrxR1 substrate,TRHR ag,D2 agonist,USP1 inh,PI4K2A inh,TrxR1 inh,TRHR PAM,D2 antag
CCCOc1ccc(Cc2c(COCC)[nH]c(=S)[nH]c2=O)cc1,2%,6%[57.1 µM],-1.2,-0.4,u,2,1%[57.1 µM],3,18
Cn1cccc1Cc1nnc(SCC(=O)N2CCc3ccccc32)n1CCc1ccccc1,-3%,4%[57.1 µM],0.0,0.5,-18%,-1,12%[57.1 µM],-9,-20
COc1cc(Cc2nc3ccc(S(=O)(=O)N4CCOCC4)cc3[nH]2)cc(OC)c1OC,1%,5%[57.1 µM],-0.8,-0.1,-18%,4,6%[57.1 µM],17,-11
CC(C)c1nnc(NC(=O)CCC(=O)Nc2ccccc2)s1,-2%,4%,-0.2,-1.3,-20%,-5,20%,-2,18
COc1ccc(OC)c(Nc2nc(=O)c3cccnc3s2)c1,12%,-6%,-0.6,3.7,-7%,-22,-11%,2,5
O=C(O)c1nccnc1C(=O)Nc1ccc(Oc2c(Cl)cccc2Cl)nc1,0%,13%[57.1 µM],1.3,-2.2,-8%,-3,5%[57.1 µM],-3,-5
CCn1ncc(C2=NOC(C(=O)Nc3ccccc3C(=O)OC)C2)c1C (stereo unspecified),-1%,2%,0.0,-0.1,5%,4,3%,2,1
CCOC(=O)c1[nH]c2ccc(OCC)cc2c1CCCN1C(=O)c2ccccc2C1=O,3%,-7%,0.1,-1.6,-12%,-1,-3%,3,11
O=C(OCc1c(F)cccc1Cl)c1cccc(S(=O)(=O)N2CCOCC2)c1,3%,-10%,-0.7,-0.8,-11%,1,-4%,7,-6
CCOC(=O)C1=C(c2ccccc2)Nc2ncnn2C1c1ccc(C(=O)O)cc1 (stereo unspecified),5%,0%,0.0,-1.6,-5%,-2,19%,-4,2
Cc1cc(O)c(-c2cc(O)c(C)cc2O)cc1O,-1%,118%[activator],1.4,0.7,-22%,-2,-19%,7,-18
C(=C\c1ccco1)/C=N/n1cnnc1,3%,-15%,0.5,0.3,1%,-16,22µM*,-3,-11
COC(=O)c1c(C)nn(-c2ccccc2)c1-n1cccc1,2%,6%[57.1 µM],0.5,-1.4,-9%,5,5%[57.1 µM],-3,-8
OC1NC(=S)N(c2ccccc2)C1O (stereo unspecified),-2%,-3%,0.6,1.6,-6%,4,6%,3,2
Cc1cc(=O)[nH]c2ccc(S(=O)(=O)N3CCOCC3)cc12,-7%,-3%,0.5,1.5,-4%,-3,-1%,-2,-3
Brc1ccc(C2=CC(c3ccco3)n3ncnc3N2)cc1 (stereo unspecified),3%,18%,24,2.6,32µM*,1,40µM*,-3,-1
O=C(NCCCCc1ccccc1)NC[C@@H]1CC[C@@H](Cc2ccc(-c3ccccc3)cc2)O1,27%,-7%,x,x,-10%,-1,8%,x,x
Cc1cc(N2C(=O)C(O)=C(C(=O)c3ccco3)C2c2ccc(O)cc2)no1 (stereo unspecified),4%,-15%,0.3,0.1,-5%,-2,-15%,1,-22
CC1(C)CC(=O)C(C(=O)C2CCN(S(=O)(=O)c3ccccc3)CC2)C(=O)C1,17%,1%[57.1 µM],-1.3,-1.0,6%,-3,0%[57.1 µM],-1,2
Cc1ccc2c(C(=O)CN3CCSCC3)c(C)[nH]c2c1,1%,-5%,-0.1,2.4,-10%,3,u,-5,-7
Cc1ccc(/C=N/NC(=O)C(c2ccncc2)N2CCOCC2)cc1 (stereo unspecified),-8%,-6%,0.5,0.1,-10%,3,16%,-2,21
O=C(/C=C/c1ccc([N+](=O)[O-])cc1)N1CCN(c2ccccc2F)CC1,1%,13%,0.1,1.1,-5%,0,29%,-10,-13
O=C(CSc1nnc(-c2ccccc2)n1Cc1ccccc1)NNC(=O)c1ccccc1O,2%,2%,0.0,-1.5,-8%,-1,3%,-5,-1
Cc1cccc(NC(=O)CNC(=O)Cc2ccc(S(=O)(=O)N3CCOCC3)s2)c1C,13%,7%,0.2,0.0,-18%,2,20%,6,-59
CSCCC(NS(=O)(=O)c1ccccc1F)C(=O)N1CCCCCCC1 (stereo unspecified),2%,-3%,-0.5,-1.5,-13%,1,-5%,-6,3

# Ordered by the number under TRHR PAM (smallest number first): 3 from the list above.
molecule | TRHR PAM
CCOC(=O)C1=C(c2ccccc2)Nc2ncnn2C1c1ccc(C(=O)O)cc1 (stereo unspecified) | -4
Cc1cc(=O)[nH]c2ccc(S(=O)(=O)N3CCOCC3)cc12 | -2
Cc1cc(N2C(=O)C(O)=C(C(=O)c3ccco3)C2c2ccc(O)cc2)no1 (stereo unspecified) | 1

# The list continues:
SMILES,IDH1 R132H inh,TrxR1 substrate,TRHR ag,D2 agonist,USP1 inh,PI4K2A inh,TrxR1 inh,TRHR PAM,D2 antag
O=C(COC(=O)COc1ccc(Br)cc1)Nc1ccc2c(c1)OCCO2,-8%,3%,-0.4,-0.1,-24%,0,22%,2,-2
CC(C)c1cc(C(=O)N2CCCC(N3CCN(c4ccc(F)cc4)CC3)C2)no1 (stereo unspecified),5%,5%,0.4,-1.3,-28%,-1,26%,1,-6
CC(=O)c1c(N2CCN(C(=O)c3ccco3)CC2)nc(=S)n(-c2ccccc2)c1C,3%,7%[57.1 µM],0.2,0.5,1%,5,2%[57.1 µM],2,-1
CCC(C)(NC=O)C(=O)Nc1c(C)cccc1C (stereo unspecified),0%,5%[57.1 µM],0.5,0.7,0%,3,-4%[57.1 µM],0,19
COc1ccc(CCn2nnc(-c3ccc(NC(C)=O)c(Cl)c3)n2)cc1,-5%,14%[57.1 µM],0.3,0.2,-13%,-1,13%[57.1 µM],-1,-3
CC[N+](CC)(CC)CC(=O)Nc1c(C)cccc1C,-9%,14%[57.1 µM],x,x,-25%,-2&1,26%[57.1 µM],x,x
CN(C(=O)COC(=O)c1cccc(F)c1)c1ccccc1,6%,10%[57.1 µM],-1.1,-0.6,-9%,5,16%[57.1 µM],16,-14
O=S(=O)(Nc1ccc(F)cc1Cl)c1ccc(-c2cnc(C3CC3)o2)cc1,-6%,8%,-0.6,x,-24%,-2,12%,0,x
Cc1ccc(-c2csc(NS(=O)(=O)c3cccc(F)c3)n2)o1,4%,5%[57.1 µM],x,x,-12%,-2,u,x,x
Cc1ccccc1OCc1n[nH]c(=S)n1-c1cccc(Cl)c1,12%,-7%,-0.1,-1.3,-15%,7,-15%,-3,2
CC1CCCC(C)N1CC(C)(C)NS(=O)(=O)c1ccc(Cl)cc1 (stereo unspecified),2%,0%,0.6,-1.1,-21%,1,-9%,2,-9
N#CCOc1ccc2oc(-c3ccco3)cc(=O)c2c1,x,x,-0.2,-0.8,x,x,x,-5,-5
CCC(C)NC(=O)CNC(=S)N(Cc1ccc(F)cc1)C1CCCCC1 (stereo unspecified),7%,7%[57.1 µM],-1.0,0.7,-11%,3,13%[57.1 µM],2,0
O=C(O)c1ccc(OCC(F)(F)F)nc1,6%,-3%,-0.6,-1.7,-11%,0,13%,-2,12
O=C(NCc1ccco1)c1nc2ncccn2n1,-1%,-6%,0.2,-0.3,-22%,5,-20%,-3,11
O=C(Nc1cccc(C(=O)N2CCN(c3ccc(F)cc3)CC2)c1)c1ccccc1,-7%,-5%[57.1 µM],0.0,0.6,-9%,2,11%[57.1 µM],8,-11
O=C(OCc1cccc(Cl)c1)c1cc([N+](=O)[O-])ccc1N1CCOCC1,0%,-9%,0.5,1.0,-17%,3,-3%,-9,-2
O=C(Oc1ccc2c3c(c(=O)oc2c1)CCC3)c1ccccc1[N+](=O)[O-],x,x,1.2,0.8,x,x,x,-3,0
C[C@H](NC(=O)[C@@H]1Cc2ccccc2CN1)C(=O)Nc1ccc2c(c1)OCO2,-6%,0%,0.2,0.5,-25%,-1,18%,0,0

# Among those listed so far, these have a Cl atom.
SMILES,IDH1 R132H inh,TrxR1 substrate,TRHR ag,D2 agonist,USP1 inh,PI4K2A inh,TrxR1 inh,TRHR PAM,D2 antag
O=C(O)c1nccnc1C(=O)Nc1ccc(Oc2c(Cl)cccc2Cl)nc1,0%,13%[57.1 µM],1.3,-2.2,-8%,-3,5%[57.1 µM],-3,-5
O=C(OCc1c(F)cccc1Cl)c1cccc(S(=O)(=O)N2CCOCC2)c1,3%,-10%,-0.7,-0.8,-11%,1,-4%,7,-6
COc1ccc(CCn2nnc(-c3ccc(NC(C)=O)c(Cl)c3)n2)cc1,-5%,14%[57.1 µM],0.3,0.2,-13%,-1,13%[57.1 µM],-1,-3
O=S(=O)(Nc1ccc(F)cc1Cl)c1ccc(-c2cnc(C3CC3)o2)cc1,-6%,8%,-0.6,x,-24%,-2,12%,0,x
Cc1ccccc1OCc1n[nH]c(=S)n1-c1cccc(Cl)c1,12%,-7%,-0.1,-1.3,-15%,7,-15%,-3,2
CC1CCCC(C)N1CC(C)(C)NS(=O)(=O)c1ccc(Cl)cc1 (stereo unspecified),2%,0%,0.6,-1.1,-21%,1,-9%,2,-9
O=C(OCc1cccc(Cl)c1)c1cc([N+](=O)[O-])ccc1N1CCOCC1,0%,-9%,0.5,1.0,-17%,3,-3%,-9,-2

# Assay outcomes: PubChem BioAssay, National Center for Advancing Translational Sciences (NCATS)
